PAFAH2 inh: inhibitors of human PAFAH2. 340,000 compounds, 0.99% hits. recombinant PAFAH2, FP-rhodamine activity probe, fluorescence polarization. inhibition, % at 3.39 µM;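 active = inhibition above the mean over all tested compounds plus 3 SD, cut at about 30% in these data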;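 also: inhibitors block probe labeling of enzyme so polarization drops; 0% = enzyme with DMSO and 100% = wells lacking PAFAH2 protein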
PAFAH1B2 FP inh: PAFAH1B2 (human) inhibition; P68402; recombinant PAFAH1B2, FP-rhodamine activity probe, fluorescence polarization; inhibition, % at 3.39 µM; 340,000 compounds, 1.2% hits; AID 492953;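 active = inhibition above the mean of all tested compounds plus 3 SD, cut at about 24% in these data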;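 also: 0% = enzyme with DMSO and 100% = wells lacking PAFAH1B2; many of its hits are not listed in these tables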
LYPLA1 inh: blocks human lysophospholipase 1, a PME1 counter-screen. recombinant LYPLA1, FP-Rh probe fluorescence polarization. inhibition, % at 5.9 µM. 320,000 compounds, 0.16% hits. AID 2174;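 active = inhibition above the mean of all tested compounds plus 3 SD, set per campaign, cut at about 14% in these data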;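 also: inhibitors block serine hydrolase probe labeling of LYPLA1 so polarization falls; 0% = enzyme with DMSO and 100% = wells lacking LYPLA1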
GSTO1 counter: blocks human GSTO1 in RBBP9 counter-screen; 300,000 compounds, 1.1% hits; recombinant GSTO1, activity-based probe fluorescence polarization; P78417; inhibition, % at 5.96 µM;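 active = inhibition above the campaign mean inhibition plus 3 SD, cut at about 35% in these data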;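 also: 0% = GSTO1-1 with DMSO and 100% = wells lacking GSTO1-1 enzyme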
LYPLA2 inh: counter-screen for PME1 inhibitors: inhibitors of human LYPLA2; O95372; recombinant LYPLA2, FP-Rh probe fluorescence polarization; inhibition, % at 5.9 µM; 320,000 compounds, 0.38% hits; AID 2177;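 active = inhibition above the screen-wide mean plus 3 SD, limit set per campaign, cut at about 26% in these data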;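 also: 0% = LYPLA2 with DMSO and 100% = wells lacking LYPLA2 enzyme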
pPAFAH FP inh: pPAFAH (human) enzyme inhibition. 330,000 compounds, 1.5% hits. AID 463082. Q13093. recombinant pPAFAH, FP-rhodamine probe fluorescence polarization. inhibition, % at 3.39 µM;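 active = inhibition above the mean inhibition across the screen plus 3 SD, cut at about 25% in these data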;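 also: inhibitors block binding of the rhodamine activity-based probe so polarization drops; 0% = enzyme with DMSO and 100% = wells lacking pPAFAH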
PAD4 inh: blocks human protein arginine deiminase 4; inhibition, % at 6.36 µM; AID 485272; recombinant PAD4, RCA probe fluorescence polarization; 330,000 compounds, 0.41% hits;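 active = percent inhibition above a cutoff equal to the mean of all tested compounds plus 3 SD, cut at about 15% in these data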;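 also: 0% = PAD4 with RCA probe and DMSO and 100% = probe without PAD4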
PAFAH1B3 FP inh: inhibitors of human PAFAH1B3. Q15102. recombinant PAFAH1B3, FP-rhodamine probe, fluorescence polarization. 340,000 compounds, 0.28% hits. inhibition, % at 3.39 µM;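 active = inhibition above the screen-wide average of all tested compounds plus 3 SD, cut at about 25% in these data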;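 also: 0% = enzyme with DMSO only and 100% = wells lacking PAFAH1B3 protein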
Target sequence (Q15102 whole entry, looked up): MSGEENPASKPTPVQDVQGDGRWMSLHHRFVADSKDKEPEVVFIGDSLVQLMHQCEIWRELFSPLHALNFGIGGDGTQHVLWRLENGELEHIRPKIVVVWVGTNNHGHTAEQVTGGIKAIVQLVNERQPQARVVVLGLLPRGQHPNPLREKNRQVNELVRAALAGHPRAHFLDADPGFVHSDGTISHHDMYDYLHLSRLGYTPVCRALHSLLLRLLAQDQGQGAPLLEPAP
PREPL inhibitor: inhibitors of human prolyl oligopeptidase-like enzyme PREPL. Q4J6C6. recombinant PREPL, fluorescence polarization activity-based probe. inhibition, % at 5.96 µM. 320,000 compounds, 0.68% hits. AID 2751; in the data active = inhibition above about 43%;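 also: 0% = enzyme with DMSO and 100% = wells lacking enzyme; many of its hits are not listed in these tables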
Target sequence (Q4J6C6 whole entry, looked up): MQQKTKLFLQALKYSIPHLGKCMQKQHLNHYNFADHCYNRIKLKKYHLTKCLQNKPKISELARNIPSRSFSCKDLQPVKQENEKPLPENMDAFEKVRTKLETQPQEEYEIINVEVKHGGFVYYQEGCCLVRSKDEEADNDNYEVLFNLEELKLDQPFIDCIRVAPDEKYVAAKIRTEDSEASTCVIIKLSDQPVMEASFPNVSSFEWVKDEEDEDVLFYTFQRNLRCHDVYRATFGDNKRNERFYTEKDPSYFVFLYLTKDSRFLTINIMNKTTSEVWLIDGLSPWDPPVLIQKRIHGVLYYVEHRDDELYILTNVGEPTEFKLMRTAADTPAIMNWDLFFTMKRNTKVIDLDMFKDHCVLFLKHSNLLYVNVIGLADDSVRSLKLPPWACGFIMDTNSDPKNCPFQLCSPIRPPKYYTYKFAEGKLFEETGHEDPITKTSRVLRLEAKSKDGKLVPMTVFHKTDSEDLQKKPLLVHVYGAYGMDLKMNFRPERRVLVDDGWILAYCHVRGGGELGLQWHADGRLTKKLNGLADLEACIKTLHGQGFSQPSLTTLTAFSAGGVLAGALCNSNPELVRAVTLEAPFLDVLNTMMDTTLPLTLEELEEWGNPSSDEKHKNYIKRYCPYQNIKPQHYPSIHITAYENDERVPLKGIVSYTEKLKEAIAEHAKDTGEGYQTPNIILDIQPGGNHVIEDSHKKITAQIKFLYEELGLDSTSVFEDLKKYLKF
* hit, by the source's call; / = not tested or not shown. A portion of the library; count on the stated rates, not on these rows.

No.	mol	PAFAH2 inh	PAFAH1B2 FP inh	LYPLA1 inh	GSTO1 counter	LYPLA2 inh	pPAFAH FP inh	PAD4 inh	PAFAH1B3 FP inh	PREPL inhibitor
1	CCc1nc2c(c(SC)nn2-c2ccccc2)c(N)c1C(=O)OC	1	1	3	-1	-2	3	3	5	-5
2	CCOc1ccccc1N1CCN(C2=C(NS(=O)(=O)c3cccs3)C(=O)c3ccccc3C2=O)CC1	7	8	4	63*	9	17	-3	15	34
3	CC(=O)Nc1cccc(NC(=O)CSc2nccn2Cc2ccccc2)c1	4	2	-1	-1	-2	-6	-4	6	-6
4	CN(CC(=O)O/N=C(\N)c1ccccn1)S(=O)(=O)c1ccc(Br)cc1	11	16	3	23	40*	0	2	5	11
5	Cc1ccc(NC(=O)CCN2C(=O)C3C4CCC(C4)C3C2=O)cc1Cl (stereo unspecified)	-4	3	5	10	6	-1	4	4	5
6	CC(C)(C)c1nc2c(s1)CCc1onc(-c3ccc(Cl)cc3)c1-2	4	-1	-4	5	-7	-3	-3	1	-1
7	CC(NC(=S)Nc1ccccc1C(F)(F)F)C1CC2CCC1C2 (stereo unspecified)	21	8	-1	2	5	2	-2	4	11
8	O=C(CCC1N=C2c3ccccc3N=C(SCc3ccccc3Cl)N2C1=O)NCc1ccco1 (stereo unspecified)	6	3	1	-1	3	12	-1	4	28
9	CCCCN(C(=O)/C=C/c1ccco1)c1c(N)n(Cc2ccccc2)c(=O)[nH]c1=O	1	1	3	-1	10	5	-8	7	-4
10	CCOC(=O)CNC(=O)CSc1nnc(Cn2c(=O)sc3ccccc32)n1-c1ccccc1C	4	1	4	-1	-3	-2	-3	4	-3
11	Cc1ccc(S(=O)(=O)N2CCN(C(=O)CN3CCOCC3)C2)cc1	4	5	-5	3	12	1	3	7	6
12	O=C(O)C1CCCCC1C(=O)NCCc1c[nH]c2ccccc12 (stereo unspecified)	-8	3	1	-7	-6	4	-4	0	30
13	CC(=O)c1ccc(N2CCN(CCC#N)CC2)c(F)c1	-3	-5	2	0	8	5	-3	1	0
14	Clc1ccc(-c2nnc(C3CC3)o2)cc1	-7	4	5	11	10	1	3	-5	5
15	CC(C)N1CCC(N2CCN(Cc3cc(F)ccc3-n3cccn3)CC2CCO)CC1 (stereo unspecified)	/	/	1	12	-2	-8	-1	/	16
16	Cn1c(CNc2nc3ccccc3n2CCN2CCCCC2)nc2ccccc21	-2	-2	1	0	12	6	2	-2	39
17	COc1ccccc1NS(=O)(=O)c1ccc(C)c(C(=O)N2CCCC2)c1	-9	-5	1	/	2	5	5	1	2
18	Cc1cccc(C(=O)c2ccccc2C(=O)O)c1	4	4	2	3	-1	2	0	-4	-6
19	CCN(CC(O)Cn1c2ccccc2c2ccccc21)S(=O)(=O)c1ccc(C)cc1 (stereo unspecified)	-9	-3	-22	-4	-39	0	0	-6	5
20	CCOc1ccc(N(C(C)C(=O)N2CCOCC2)S(C)(=O)=O)cc1 (stereo unspecified)	4	-3	0	1	0	6	2	2	3
21	Cc1ccc(CSc2ncccc2C(=O)O)cc1	7	22	-2	-7	-3	3	5	14	2
22	COc1ccc(C2CC2/C(=N/O)c2ccccc2)cc1 (stereo unspecified)	1	-1	-1	6	-6	1	-7	-2	1
23	O=C(COc1ccccc1)Nc1ccccc1N1CCN(c2ccccc2)CC1	-3	3	5	-5	11	3	2	-2	1
24	Cc1ccc(CNC(=O)C2CCCN(S(=O)(=O)c3c(C)noc3C)C2)cc1 (stereo unspecified)	-6	7	1	2	4	8	4	2	9
25	CN1CCN(C2=C(Cl)C(=O)N(c3ccc(Cl)cc3)C2=O)CC1	2	-1	-5	12	-3	2	1	3	8
26	CCC(=O)N(Cc1ccco1)c1nc(-c2ccc(OC)cc2)cs1	11	0	-1	6	-4	-1	2	-4	3
27	CCOC(=O)N1CCC2(CC1)C(C#N)=C(N)Oc1n[nH]c(C)c12	2	5	-4	12	1	0	-3	-5	-3
28	COc1cc(OC)c2ccc(=O)oc2c1C(CCN1CCN(c2ccccc2)CC1)c1ccc2c(c1)OCO2 (stereo unspecified)	1	-4	1	10	0	0	-2	2	-4
29	COC(=O)[C@@H]1C[C@H]2CC[C@H](O)C[C@H]2N1Cc1ccc(N2CCN(C)CC2)cc1	-4	-3	0	2	2	0	0	5	15
30	O=C(Cc1ccccc1F)NC1CCCN(Cc2ccc(Cl)cc2)C1 (stereo unspecified)	-9	1	1	3	3	5	-1	4	-7
31	CC1CCN(C(=O)C2CCCN(S(=O)(=O)c3cccc4nsnc34)C2)CC1 (stereo unspecified)	-5	4	0	2	6	3	-6	-1	4
32	Cc1ccc(C(=O)CCC(=O)Nc2cc(C)ccn2)cc1	-8	6	-2	/	2	2	-7	1	10
33	COC(=O)c1sc(NC(=O)c2c(C)noc2C)nc1C	-2	0	-2	-1	1	6	1	4	8
34	O=C(NCCc1csc(-c2ccccc2)n1)c1ccc(Br)o1	12	1	-4	2	0	4	3	-1	7
35	Cc1ccc(CNC(=O)C2CCC(=O)N2Cc2ccc(F)cc2)cc1 (stereo unspecified)	6	2	-4	12	2	4	7	5	4
36	O=c1c2[nH]c3ccc(F)cc3c2nc2n1CCCS2	4	10	3	4	-2	3	0	-1	1
37	Cc1ccc2oc(C(=O)Nc3ccc(S(=O)(=O)Nc4ncccn4)cc3)c(C)c2c1	3	-8	-1	-5	-6	-2	1	4	17
38	OC(CCc1ccncc1)c1ccccc1 (stereo unspecified)	-9	-1	-4	3	1	-1	-3	8	9
39	CCOc1ccc(NC(=O)CN(C)S(=O)(=O)c2cnc[nH]2)cc1	6	7	-1	3	0	2	-4	1	-7
40	COc1ccc2nc(NC(=O)c3ccco3)sc2c1	0	-2	1	-3	1	2	-6	2	-5
41	CCc1nn(CCCC(=O)NCc2ccccc2Br)c(=O)c2cc3occc3n12	6	-6	2	-3	1	5	1	4	-4
42	COCCNC(=O)c1cc2sccc2n1C	-1	-2	-3	5	-3	-3	0	1	-4
43	CCOC(=O)Cc1cc(=O)n2[nH]cc(-c3ccc(Cl)cc3)c2n1	4	5	1	9	2	32*	-11	0	16
44	COc1ccc(-c2oc3cccnc3c2C#CCO)cc1	2	6	-2	-1	4	5	-3	-1	-8
45	Cc1ccccc1OCC(=O)N1CCCCCCC1	5	7	-3	1	-1	-1	-1	-2	4
46	COc1ccc(-c2ccc(N(C)C)cc2)cc1[C@H]1[C@@H]2C=CCC[C@@]2(C)C(=O)N1Cc1ccccc1	4	-6	-2	10	0	3	1	0	2
47	CCOC(=O)c1c(NC(=O)C(C)OC(=O)C2=COCCO2)sc2c1CCCC2 (stereo unspecified)	-6	-5	-4	/	-8	8	-2	3	7
48	O=C(NC(=S)Nc1cc(C(F)(F)F)ccc1N1CCOCC1)c1ccco1	/	/	-1	0	2	9	0	/	2
49	COC(=O)c1cc(C(=O)OCC(=O)NNC(=O)c2cccs2)cc([N+](=O)[O-])c1	-6	0	1	5	10	11	-4	-1	-8
50	COC(=O)c1ccc(NC(=O)CNS(=O)(=O)c2cccs2)cc1	4	-7	-1	7	0	2	3	2	20
51	O=C(NNC(=S)NC(=O)c1sc2ccccc2c1Cl)c1ccc(Cl)cc1	-8	7	-2	-5	-2	13	1	15	2
52	Cc1ccc(SCCn2nc(C(=O)O)c3ccccc3c2=O)cc1	2	14	4	-5	2	-1	-3	8	-2
53	O=S(=O)(c1ccc(OCC(O)CNC23CC4CC(CC(C4)C2)C3)c(Cl)c1)N1CCOCC1 (stereo unspecified)	4	1	1	3	13	2	0	6	-1
54	O=C(CCCN1C(=O)c2cccc3cccc(c23)C1=O)NCc1cccnc1	1	2	-2	4	3	-2	1	5	-1
55	CC(C)OC(=O)c1cccc(C(=O)Oc2ccccc2)n1	-7	-10	-1	9	-1	1	4	-3	9
56	CC(C)(CNC(=O)CC1C(=O)NCCN1Cc1cccc(F)c1F)N1CCOCC1 (stereo unspecified)	4	0	3	-1	-3	-1	-1	3	1
57	Cc1n[nH]c(C)c1CCNC(=O)C1CCC(=O)N(Cc2ccccc2F)C1 (stereo unspecified)	-1	-1	1	-1	5	0	5	1	2
58	CCOc1ccccc1-c1n[nH]c(=S)o1	10	4	-1	8	-2	-2	3	2	-7
59	O=C(CN1C(=O)C2C3C=CC(C3)C2C1=O)Nc1ccc2c(c1)OCCO2 (stereo unspecified)	6	2	-1	1	4	-1	1	11	-5
60	COc1cccc(CNC(=O)[C@H](CCSC)NC(=O)N2CCn3c2nc2ccccc23)c1	7	-1	-4	-2	-6	6	-2	-3	0

Additional records:
No.	mol	PAFAH2 inh	PAFAH1B2 FP inh	LYPLA1 inh	GSTO1 counter	LYPLA2 inh	pPAFAH FP inh	PAD4 inh	PAFAH1B3 FP inh	PREPL inhibitor
61	Cc1ccccc1C1c2[nH]c3ccccc3c2C[C@H]2C(=O)N(c3ccccc3C(=O)NCCN3CCOCC3)C(=O)N12 (stereo partly specified)	6	-2	1	-2	7	4	1	3	2
62	COc1ccccc1N1CCN(C(=S)NC(=O)/C=C/c2ccccc2)CC1	-1	-1	-2	16	3	2	-5	3	11
63	Nc1nc(SCC(=O)c2cc3ccccc3o2)n[nH]1	11	2	-6	-8	-8	2	-4	-3	12
64	CN(CC(=O)Nc1ccc(F)cc1)C(=O)CSc1nc2ncc(Cl)cc2[nH]1	-8	1	3	9	3	4	4	4	-3
65	O=C(c1ccc(SCc2ccco2)c([N+](=O)[O-])c1)N1CCOCC1	0	-1	3	4	7	0	0	-1	-4
66	COC(=O)c1ccc(S(=O)(=O)N2CCCN(Cc3cccc(Br)c3F)CC2)n1C	5	4	1	11	4	-2	3	-1	14
67	Cc1cccc(NC(=S)N(C)Cc2cn(C)c3ccccc23)c1	1	0	-2	6	2	8	-3	8	-2
68	Cc1cnc(NC(=O)CCCc2nc3ccccc3s2)s1	13	5	0	13	1	1	3	-1	0
69	COc1ccc(/C=C2\SC(=O)N(CCC(=O)N3CCN(C)CC3)C2=O)cc1	-7	0	-4	9	-2	-2	0	5	26
70	CCOC(=O)C1=C(C)C2C3C(=O)N(c4ccccc4C)C(=O)C3C1(C)C1C(=O)N(c3ccccc3C)C(=O)C21 (stereo unspecified)	2	-7	4	4	3	0	-4	-6	13
71	Cc1cc(C)c(NC(=O)C(C)c2cccc(C(=O)c3ccccc3)c2)c(C)c1 (stereo unspecified)	2	-2	-1	-3	-3	6	-10	11	-18
72	CCOC(=O)C1=C(C)Nc2ncnn2C1c1c[nH]c2ccccc12 (stereo unspecified)	4	-1	-1	6	-9	2	-5	9	9
73	COC(=O)[C@H](Cc1c[nH]c2ccccc12)NC(=O)Cc1c[nH]c2ccccc12	4	11	1	10	3	0	-6	6	6
74	O=C(O)c1cccc(NC(=O)c2cccc(S(=O)(=O)N3CCc4ccccc4C3)c2)c1	3	14	-3	-8	-3	4	-2	9	-2
75	COc1cc2nc(C3CCC3)n(NC(=O)COc3ccccc3)c(=O)c2cc1OC	5	5	-1	1	-2	1	2	-8	6
